# MEKK2 WT-MEK5 – modulators of MEK5 binding to wildtype MEKK2, primary screen, biochemical, multiplex bead flow cytometry, Alexa488-MEK5; AID 1531, 2009; Mitogen-activated protein kinase kinase kinase 2 (Homo sapiens), Q9Y2U5; actives 1.1% (n = 290,000); binding response (% of control), % at 10 µM; Alexa488-MEK5 binding to MEKK2 WT; actives lie on both sides; in the data active = binding response below about 67% or above about 130%
# VIM-2 inhibitor – VIM-2 metallo-beta-lactamase inhibitors, primary screen, biochemical, epi-absorbance readout, Pseudomonas aeruginosa enzyme; actives 0.89% (n = 290,000); purified VIM-2, nitrocefin hydrolysis, epi-absorbance fluorescence; inhibition, % at 5.6 µM;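 active = inhibition above the mean of all tested compounds plus 3 SD, cutoff set per screening run, cut at about 7.5% in these data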;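 note: red hydrolysis product quenches plate fluorescence so inhibitors raise well fluorescence; 0% = enzyme with DMSO and 100% = DMSO without enzyme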
# IMP-1 inhibitor – IMP-1 metallo-beta-lactamase inhibitors, primary screen, biochemical, epi-absorbance readout, Pseudomonas aeruginosa enzyme; metallo-beta-lactamase IMP-1 (Pseudomonas aeruginosa); purified IMP-1, nitrocefin hydrolysis, epi-absorbance fluorescence; inhibition, % at 5.6 µM; actives 0.45% (n = 290,000);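 active = inhibition above the mean plus 3 SD of all compounds in the same screening run, cut at about 4.5% in these data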;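 note: 0% = IMP-1 with DMSO and 100% = DMSO wells lacking enzyme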
#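 System: purified recombinant IMP-1 beta-lactamase. Medium: Zinc- and detergent-supplemented HEPES buffer, pH 7.1. Compound: one 5.6 µM dose […]. Schedule: 15 min preincubation plus 25 min reaction at 25 °C. Technique: Epi-absorbance fluorescence, 480 nm excitation, 530 nm emission.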
# UBC9 SUMO inh – inhibitors of in vitro SUMOylation cascade, primary screen, biochemical, HTRF, uHTS; SUMO-conjugating enzyme UBC9 (Homo sapiens), P63279; HTRF SUMOylation assay, SAE1/SAE2 + UBC9; inhibition, % at 35 µM; actives 0.36% (n = 290,000); in the data active = inhibition above about 50%, passing the limit was not always enough; note: strong numbers were not always called active
# Target sequence (P63279 whole entry, looked up): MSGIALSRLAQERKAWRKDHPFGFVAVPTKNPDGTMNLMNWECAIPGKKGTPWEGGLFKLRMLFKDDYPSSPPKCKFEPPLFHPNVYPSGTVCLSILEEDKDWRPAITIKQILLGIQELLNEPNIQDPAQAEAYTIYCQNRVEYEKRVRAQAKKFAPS
# PfM18AAP inh – PfM18AAP inhibitors, malaria aminopeptidase, primary screen, biochemical, QFRET, recombinant enzyme; M18 aspartyl aminopeptidase (Plasmodium falciparum 3D7); H-Glu-NHMec fluorogenic cleavage; inhibition, % at 7.35 µM; actives 1.2% (n = 290,000);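 active = inhibition above the campaign mean inhibition over all tested compounds plus 3 SD, cut at about 28% in these data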;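 note: 0% = plate median of test compound wells and 100% = 2 mM ZnCl2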
# HCV NS3 hel inh – inhibitors of HCV NS3 helicase, primary screen, biochemical, Cy5 molecular beacon fluorescence; NS3 helicase DNA unwinding; inhibition, % at 10.9 µM; actives 0.56% (n = 290,000);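 active = inhibition above the mean of all tested compounds plus 3 SD, set per campaign, cut at about 35% in these data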;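 note: 0% = DMSO wells and 100% = thioflavine S control wells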
#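 System: HCV NS3 helicase fragment; control set: DMSO and thioflavine S; technique: Cy5 fluorescence at 0 and 60 min, beacon hairpin quenching; reagent: beacon DNA duplex substrate plus ATP; replicates: singlicate; schedule: 1 h reaction at 25 °C, ATP-initiated; medium: MOPS buffer pH 6.5 with MgCl2, DTT, Tween20, BSA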
# MEKK2mut PB1 HTS – MEK5 binding signal on mutant MEKK2 PB1, primary screen, biochemical, multiplex bead flow cytometry, Alexa488-MEK5. AID 1530, 2009. actives 0.35% (n = 290,000). percent response, % at 10 µM. Alexa488-MEK5 binding to MEKK2 mutant; in the data active = percent response above about 24%, passing the limit was not always enough; note: inactives centre near 1; some results filed as inactive read as strong as hits
# NALP1 inh – NALP1 inflammasome inhibitors in reconstituted yeast, colorimetric, S. cerevisiae, triplicate retest; S. cerevisiae NALP1/ASC/caspase-1 growth, X-gal OD620, 72 h; inhibition, % at 10 µM; actives 0.61% (n = 280,000); in the data active = inhibition mostly above about 24%, no sharp cut-off; inactive = mostly below about 32%; note: some compounds called inactive have numbers as strong as hits
# DNA FID counter – compounds displacing fluorescent DNA intercalator, primary screen, artefact control for HCV NS3 helicase inhibitor project, biochemical, FID fluorescence; actives 0.17% (n = 290,000); inhibition, % at 7.9 µM; AID 1845, 2009; DNA fluorescent intercalator displacement; in the data active = inhibition above about 37%;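 note: 0% = vehicle and 100% = reference compound; higher means more ethidium bromide displaced from hairpin DNA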
# * = called active by the depositor; nt = not tested or not shown; [ ] = remark or other dose.
canonical_smiles	NALP1 inh	IMP-1 inhibitor	VIM-2 inhibitor	MEKK2 WT-MEK5	UBC9 SUMO inh	HCV NS3 hel inh	MEKK2mut PB1 HTS	PfM18AAP inh	DNA FID counter
NC(=O)c1ccc(-c2csnn2)cc1	nt	-3.8	-2.0	102	15	-5	1	-5	-6
COc1cccc(NC2=Nc3cccc4cccc2c34)c1	nt	2.5	0.4	105	-3	-14	7	0	2
COC(=O)c1ccccc1S(=O)(=O)N1CCC(C(=O)OC(C)C(=O)Nc2ccc(NC(C)=O)cc2)CC1 (stereo not drawn)	0	-2.2	-1.5	108	15	-7	2	5	-26
COc1ccc(CNC(=O)c2ccc[nH]2)cc1Cl	-4	-4.1	-1.9	98	26	2	-1	-2	0
O=C(CSc1nc(COc2ccccc2)nc2ccccc12)NC1CCCC1	-3	-3.7	-2.3	92	-4	0	-1	0	-5
CCOC(=O)NNC(=S)Nc1c(C)n(C)n(-c2ccccc2)c1=O	10	-2.6	-2.9	97	20	1	-6	4	0
CC1CCN(S(=O)(=O)c2ccc(C(=O)NCc3cccnc3)cc2)CC1	-6	-2.0	0.7	nt	-1	-5	nt	-10	-12
CN(C)c1cccc(NC2=CC(=[N+]3CCOCC3)CC(C)(C)C2)c1	10	-2.3	-2.3	110	11	-8	4	6	6
CC1(C)CC(=O)C=C(N=CC2=C(O)CC(C)(C)CC2=O)C1	27	-2.8	-3.1	94	1	-3	-7	-4	0
CCN(CC)Cc1ccccc1Sc1ccccc1	30	-3.4	-2.3	106	-17	5	3	2	11
CCOc1cc(NC(=O)c2cccs2)c(OCC)cc1NC(=O)CCC(=O)NCc1ccccn1	nt	-1.6	0.5	94	-13	-14	-6	1	-17
C=CCNC(=O)/C(C#N)=C/c1ccc(OS(=O)(=O)c2ccc(C)cc2)c(OC)c1	35	-2.1	1.3	98	11	-5	-3	-4	-5
COc1cccc(OC2OC3COC(C)(C)OC3C(O)C2NC(C)=O)c1 (stereo not drawn)	-4	-3.1	-2.7	96	3	2	-2	2	-2
Cc1ccc(S(=O)(=O)Nc2ccncc2)c(C)c1N(C)S(=O)(=O)c1ccc(Cl)cc1	16	-3.2	-3.2	102	-3	-2	-2	0	-18
CC(NC(=O)CCc1nc2cc(S(=O)(=O)N3CCOCC3)ccc2n1C)c1ccc(S(N)(=O)=O)cc1 (stereo not drawn)	17	-2.2	-1.5	108	12	7	9	0	-12
Cn1c(=O)n(C)c2cc(NC(=O)COc3ccc(Cl)cc3)ccc21	5	-3.6	-3.2	107	11	12	5	5	-11
O=C(N/N=C/c1cn(Cc2cccc(F)c2)c2ccccc12)c1cc(O)cc(O)c1	-7	-0.7	-1.0	65*[inhibitor]	66*	18	-17	12	-21
C=CCNC(=O)/C(C#N)=C/c1ccccc1[N+](=O)[O-]	26	-1.5	-2.2	4.0*	16	9	19	3	-2
CC(NC(=O)c1nn(C)c(=O)c2ccccc12)c1ccc(F)cc1 (stereo not drawn)	6	-3.9	-4.2	101	16	7	4	5	-7
COc1cccc(C2=N/C(=C\N(C)C)C(=O)O2)c1	19	-5.2	-3.3	100	21	8	3	2	-3
O=C(O)CCSc1nc2ccccc2s1	9	-2.6	-2.8	107	13	4	4	-9	1
COCc1nnc(NC(=O)c2cccs2)s1	nt	-2.2	-1.1	102	6	4	2	0	0
COc1ccc(N2CCN(CCCNC(=O)Cn3c(=O)c4cccn4c4ccccc43)CC2)cc1	21	-2.2	-2.5	116	19	-8	11	9	5
CC#CCN1c2ccccc2[C@]23C[C@@H](C(=O)OC)N(C(=O)C4CCC4)C2=NC(C(=O)OC)=C(C(=O)OC)[C@H]13	-20	nt	nt	91	-27	nt	-9	nt	nt
CCOC(=O)NC1(C(F)(F)F)NC(=O)N(c2cccc(C(F)(F)F)c2)C1=O (stereo not drawn)	6	-4.6	-3.1	102	6	3	-1	2	0
N#CCCN(C1CCCCC1)S(=O)(=O)c1cccc2nsnc12	28	0.3	0.3	103	2	-2	0	0	3
Oc1cccc(-c2nc3ccccc3s2)c1	11	-3.7	-2.2	nt	8	-4	nt	5	9
CCOc1ccc(S(=O)(=O)N2CCC(C(=O)NCc3cccnc3)CC2)cc1	3	-2.0	-1.9	98	9	1	4	-10	-13
O=C(NCCC1=CCCCC1)c1cc(COc2ccc(F)cc2Cl)on1	5	-0.8	-1.4	102	-9	0	-1	0	-21
COc1cc(C(=O)OCC(=O)N2CC(C)OC(C)C2)cc(OC)c1OC (stereo not drawn)	25	-0.2	-2.6	90	-10	1	-8	3	-11

# A draw from above in order of molecular weight, ascending.
canonical_smiles	NALP1 inh	IMP-1 inhibitor	VIM-2 inhibitor	MEKK2 WT-MEK5	UBC9 SUMO inh	HCV NS3 hel inh	MEKK2mut PB1 HTS	PfM18AAP inh	DNA FID counter
O=C(O)CCSc1nc2ccccc2s1	9	-2.6	-2.8	107	13	4	4	-9	1
C=CCNC(=O)/C(C#N)=C/c1ccccc1[N+](=O)[O-]	26	-1.5	-2.2	4.0*	16	9	19	3	-2
CCN(CC)Cc1ccccc1Sc1ccccc1	30	-3.4	-2.3	106	-17	5	3	2	11
CN(C)c1cccc(NC2=CC(=[N+]3CCOCC3)CC(C)(C)C2)c1	10	-2.3	-2.3	110	11	-8	4	6	6
O=C(NCCC1=CCCCC1)c1cc(COc2ccc(F)cc2Cl)on1	5	-0.8	-1.4	102	-9	0	-1	0	-21
CCOC(=O)NC1(C(F)(F)F)NC(=O)N(c2cccc(C(F)(F)F)c2)C1=O (stereo not drawn)	6	-4.6	-3.1	102	6	3	-1	2	0
O=C(N/N=C/c1cn(Cc2cccc(F)c2)c2ccccc12)c1cc(O)cc(O)c1	-7	-0.7	-1.0	65*[inhibitor]	66*	18	-17	12	-21
C=CCNC(=O)/C(C#N)=C/c1ccc(OS(=O)(=O)c2ccc(C)cc2)c(OC)c1	35	-2.1	1.3	98	11	-5	-3	-4	-5
COc1ccc(N2CCN(CCCNC(=O)Cn3c(=O)c4cccn4c4ccccc43)CC2)cc1	21	-2.2	-2.5	116	19	-8	11	9	5
CCOc1cc(NC(=O)c2cccs2)c(OCC)cc1NC(=O)CCC(=O)NCc1ccccn1	nt	-1.6	0.5	94	-13	-14	-6	1	-17
CC#CCN1c2ccccc2[C@]23C[C@@H](C(=O)OC)N(C(=O)C4CCC4)C2=NC(C(=O)OC)=C(C(=O)OC)[C@H]13	-20	nt	nt	91	-27	nt	-9	nt	nt
COC(=O)c1ccccc1S(=O)(=O)N1CCC(C(=O)OC(C)C(=O)Nc2ccc(NC(C)=O)cc2)CC1 (stereo not drawn)	0	-2.2	-1.5	108	15	-7	2	5	-26

# Continuation:
canonical_smiles	NALP1 inh	IMP-1 inhibitor	VIM-2 inhibitor	MEKK2 WT-MEK5	UBC9 SUMO inh	HCV NS3 hel inh	MEKK2mut PB1 HTS	PfM18AAP inh	DNA FID counter
N#C/C(=C\c1ccc(/C=C(/C#N)c2nn(CCO)c(N)c2C#N)cc1)c1nn(CCO)c(N)c1C#N	26	-1.6	-2.6	111	19	16	4	-5	5
CC(C(=O)N1CCN(c2ccccc2)CC1)c1ccc([N+](=O)[O-])cc1 (stereo not drawn)	6	-1.8	-1.1	103	0	4	3	1	-12
CC1(C)CC(=O)C2=C(C1)Nc1ncnn1C2c1cccs1 (stereo not drawn)	6	-3.9	-5.2	124	22	13	1	-3	-7
NS(=O)(=O)c1ccc(Nc2c([N+](=O)[O-])cncc2[N+](=O)[O-])cc1	-3	-3.2	-1.9	102	19	-14	0	-6	-3
COc1ccc2cnn(-c3ccc(OC(F)(F)Cl)cc3)c(=O)c2c1OC	17	-2.2	-1.6	103	19	6	1	3	1
O=C(CCN1C(=O)/C(=C/c2ccc3c(c2)OCO3)SC1=S)NNC(=O)c1cccnc1	17	-2.2	1.5	98	-18	-1	-2	-7	8
C/C(=C\C(=O)c1ccc(Br)cc1)Nc1cccc(Cl)c1	nt	-2.3	-3.3	105	nt	6	6	-1	-2
Cc1ccc(C2CC(=O)N3CN(c4ccc(Br)cc4)CSC3=C2C#N)o1 (stereo not drawn)	-11	0.6	-0.1	92	13	37*	-3	37*	-6
COCCn1c(SCC(=O)Nc2ccc(Cl)cn2)nnc1-c1ccncc1	6	-3.1	-3.4	103	16	13	-7	4	-5
Cc1ccc(S(=O)(=O)C2CCOC2=O)cc1 (stereo not drawn)	10	-0.8	-1.7	105	19	-1	4	4	-1
CC(/C=C/c1ccccc1)=N\Nc1ccccc1[N+](=O)[O-]	-5	-1.9	-2.8	103	2	9	7	0	4
Cc1ccc(C(=O)N/C(=C/c2ccc(Cl)cc2)C(=O)Nc2cccc(C(=O)O)c2)cc1	27	-1.7	-1.0	96	5	26	-1	3	-30
CCNC(=O)N(C)c1nncnc1C(=O)NC	4	-3.0	-2.4	nt	4	24	nt	0	-7
CC(C)(C)NC(=O)C(c1ccncc1)N(C(=O)c1csnn1)C1CC1 (stereo not drawn)	2	-2.6	-1.4	103	2	8	2	0	-2
CC1=NC(=O)C(N=Nc2ccccc2C(=O)O)N1c1ccccc1 (stereo not drawn)	5	3.0	-0.3	85	17	34	-15	1	4
CCC(=O)N(CCc1ccccc1C)Cc1cc2cc3c(cc2[nH]c1=O)OCO3	-6	-3.4	-3.3	97	11	0	2	8	-3
N#Cc1c(-c2ccc(Br)cc2)nc2n(c1=O)CCCS2	-1	-3.5	0.2	103	22	2	3	-4	-5
CN(C)CCNC(=O)c1ccc(Sc2ccc(Br)cc2)c([N+](=O)[O-])c1	8	-2.1	-4.1	134	11	-42	-4	2	39*
CCn1c(=O)c(NC(=O)c2ccccc2)c2n(c1=S)CCCCC2	2	-4.0	-2.9	95	-2	0	-5	-8	-2
CCCCCCCCNC(CO)(CO)CO	13	-0.2	-0.9	103	13	-10	6	-10	-5
Cn1c(SCC(=O)Nc2ccc(Cl)cn2)nnc1C1CC1	8	-1.1	-0.4	98	7	4	-4	1	-11
O=C(Cc1cccs1)N/N=C/C(Br)=C/c1ccccc1	5	-1.1	-0.1	104	-5	9	4	16	-15
COc1ccc(NC(=O)CSc2ncccc2C(=O)OC(C)C)cc1OC	-7	-5.0	-5.5	104	-7	-2	5	4	-27
COc1ccccc1N1CCN(C(=O)c2ccc(Cl)c(S(=O)(=O)NCc3ccco3)c2)CC1	21	-1.9	-3.1	116	2	-4	4	2	-30

# Bioassay records from PubChem BioAssay.
